# Compound activity from PubChem.
# RmlCD inh 1536: blocks M. tuberculosis RmlC and RmlD coupled enzymes. RmlC+RmlD coupled enzyme assay, percent inhibition; primary screen in compound mixtures. inhibition, % at 3.6 µM. hit rate 0.03% among 160,000. AID 1533; in the data active means inhibition mostly above about 34%, no sharp cut-off; further: some results filed as inactive read as strong as hits
# Target sequence (P9WH09 whole entry, looked up): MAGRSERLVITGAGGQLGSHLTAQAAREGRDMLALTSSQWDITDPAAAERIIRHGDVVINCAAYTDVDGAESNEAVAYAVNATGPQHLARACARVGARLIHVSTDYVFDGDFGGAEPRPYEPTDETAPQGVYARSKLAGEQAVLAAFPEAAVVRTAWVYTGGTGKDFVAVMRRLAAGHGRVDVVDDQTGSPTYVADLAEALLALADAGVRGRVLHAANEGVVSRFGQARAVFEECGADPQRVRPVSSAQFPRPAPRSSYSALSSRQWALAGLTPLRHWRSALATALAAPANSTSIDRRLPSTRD
# Target sequence (P9WH11 whole entry, looked up): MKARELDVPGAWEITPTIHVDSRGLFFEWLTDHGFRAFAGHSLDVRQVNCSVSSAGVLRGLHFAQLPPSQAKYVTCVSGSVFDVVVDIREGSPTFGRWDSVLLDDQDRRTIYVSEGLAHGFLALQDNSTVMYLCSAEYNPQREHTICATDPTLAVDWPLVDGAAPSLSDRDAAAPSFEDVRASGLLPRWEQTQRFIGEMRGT
# GlmU inhibition: inhibition of mycobacterial GlmU enzyme – biochemical, glucosamine-1-phosphate acetyltransferase (AID 1376). M. tuberculosis GlmU acetyltransferase enzyme assay; higher % means a stronger effect. inhibition, %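 (tested at 30 µM in the primary screen)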, or IC50 in µM where a hit was titrated. hit rate 0.25% among 220,000; in the data active means inhibition above about 13%;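 further: 0% = complete reaction with vehicle and 100% = reaction without substrate; strong numbers were not always called active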
# * hit, by the source's call; x = not tested or not shown. Not all compounds are listed. The share of hits here may be higher or lower than overall.
smiles,RmlCD inh 1536,GlmU inhibition
O=C1CC(c2ccco2)c2ccc3ccccc3c2N1 (stereo not given),-12.0,7.9%
O=C(Nc1ccc(Cl)cc1C(=O)NCCN1CCOCC1)c1ccco1,6.0,3.0%
CCOC(=O)c1cccc(NC(=O)C(NS(=O)(=O)c2ccc3c(c2)CCN3C(C)=O)C(C)C)c1 (stereo not given),27.9,2.4%
CC(=O)c1ccc(NC(=O)Nc2ccncc2)cc1,-11.1,2.0%
O=C(NN1C(=O)C2C3C=CC(C4CC34)C2C1=O)c1ccc(Br)cc1 (stereo not given),-7.6,2.3%
Cc1ccc(Cn2c(CCNc3nc(-c4ccc(C)cc4)cs3)nc3cc(C(=O)NCCCO)ccc32)cc1,x,0.7%
N#C/C(=C(/O)COc1ccccc1)c1nnc2n1CCCCC2,x,-4.7%
O=C(CCN1C(=O)COc2ccccc21)NCc1cccnc1,x,0.7%
O=C(NCc1ccco1)c1cc(-c2ccc(F)cc2)on1,-5.8,1.7%
CC(C)OCCCNC(=O)C1CC(=O)N(C2CCCCCCC2)C1 (stereo not given),7.0,5.2%
COc1cc2[nH]c(=O)n(CCC(=O)NCc3cccnc3)c(=O)c2cc1OC,x,4.5%
COc1ccc(NC(=O)c2nc(C)n(-c3ccc([N+](=O)[O-])cc3)n2)cc1,11.3,-7.0%
C/C(=N/NC(=O)CNC(=O)c1cccnc1)c1ccco1,-0.8,-1.0%
O=C(NC(C(=O)c1ccccc1)N1CCOCC1)c1cccs1 (stereo not given),60.6,4.6%
CC(=O)c1ccc(OCC(O)CN2CCN(Cc3ccccc3)CC2)cc1 (stereo not given),x,-2.6%
O=S(=O)(c1ccc(NC(=S)Nc2ccc3c(c2)OCO3)cc1)N1CCOCC1,-4.5,0.9%
O=[N+]([O-])c1ccc(-c2csc(N/N=C/c3cccnc3)n2)cc1,x,2.7%
CCOC(=O)/C=C1\SCC(=O)N1CC(=O)NCCc1ccc(F)cc1,-4.9,-1.0%
O=C(c1ccc(Cn2c(=S)[nH]c3ccc(N4CCOCC4)cc3c2=O)cc1)N1CCC(N2CCCCC2)CC1,-11.7,-10.5%
CN(CC(=O)N1CCN(Cc2ccccc2)CC1)S(=O)(=O)c1cccc2nsnc12,5.4,-0.6%
CCn1c(=NC(=O)c2ccc(S(=O)(=O)N(C)C)cc2)sc2cccc(OC)c21,17.4,-4.8%
O=C(Nc1ccc(NC(=O)c2ccco2)c(Cl)c1)c1ccccc1,6.5,0.3%
CCCOC(=O)c1ccc(Oc2cn[nH]c2-c2ccc(O)cc2O)cc1,-7.8,4.6%
COc1ccc(CCNC(=O)NC2CCCCC2)cc1,x,-5.5%
CCc1ccc(OCC(=O)N/N=C(\C)c2ccccc2OC(F)F)cc1,x,-4.0%
CC1(C)Cc2c(sc3ncn(N)c(=N)c23)CO1,-7.9,x
COCCN(C(=O)c1ccccc1F)c1c(N)n(Cc2ccccc2)c(=O)[nH]c1=O,-6.5,-4.5%
Cc1cccc(-n2c(SCC(=O)N3CCCC3)nnc2-c2ccccn2)c1C,-6.7,x
COC(=O)c1ccc(Cn2c(CN3CCOCC3)nc3ccccc3c2=O)o1,8.4,-5.6%
COc1ccccc1-n1cc(-c2ccc([N+](=O)[O-])cc2)[nH]c1=S,1.1,1.0%
Cc1ccc(N2C(=O)NC(=O)C(CCc3ccccn3)(Cc3cccc(Cl)c3Cl)C2=O)cc1 (stereo not given),2.5,2.0%
CCCOC(=O)c1ccc2c(c1)C(=O)N(c1ccccc1)C2=O,5.3,5.3%
CCCc1cc(N2CCCC(C(=O)NCC)C2)n2ncnc2n1 (stereo not given),54.6,4.2%
O=C(CSc1nnc(CNC(=O)c2ccccc2F)o1)Nc1ccc2c(c1)OCCO2,7.1,-4.2%
C=CCN1C(=O)C2(C(C(=O)OCC)=C(N)Oc3ccccc32)C2=C1CCCC2=O (stereo not given),-10.2,-3.4%
CCc1cccc(C)c1NC(=O)C1CCN(C(=O)c2ccc([N+](=O)[O-])cc2)CC1,-5.4,-2.9%
COc1cccc(CNC(=O)C2CCN(S(=O)(=O)N3CCCCC3)CC2)c1,-4.9,-3.4%
O=C1NC(=O)/C(=C/c2ccc(OS(=O)(=O)c3ccc(F)cc3F)cc2)N1,7.1,1.6%
COc1ccccc1C(=O)Nc1cccc(Oc2c(F)c(F)c(F)c(F)c2F)c1,15.6,-0.4%
COc1ccc(-c2cc(C(=O)Nc3ccc(S(=O)(=O)Nc4ncccn4)cc3)c3ccccc3n2)cc1,13.2,11.6%
O=C(O)c1cccc(S(=O)(=O)Nc2ccc(O)cc2Sc2nc3ccccc3s2)c1,-10.2,29.9%
Cc1ccc(NC(=O)CN(c2cc(C)cc(C)c2)S(=O)(=O)c2c(C)noc2C)nc1,-6.0,0.7%
Cn1nc(C(C)(C)C)c([N+](=O)[O-])c1C(=O)NC(C)(C)C,-9.4,1.6%
COc1ccc2c(c1)CCCC21NC(=O)N(CC(N)=O)C1=O (stereo not given),-1.4,-1.7%
CCCCCn1c(CCNC(=O)CCC)nc2ccccc21,x,1.7%
CCOc1ccc(C(C)=O)cc1Cc1c(O)nc(N)[nH]c1=O,5.7,1.9%
CN(C)c1ccc(-n2cccc2/C=C2/SC(=Nc3ccc(F)cc3)NC2=O)cc1,5.7,5.0%
O=C1CN(S(=O)(=O)c2ccccc2)CCN1S(=O)(=O)c1ccccc1,-9.5,3.2%
O=c1c2ccccc2n2c(-c3ccc(F)cc3)nnc2n1Cc1ccccc1,-10.2,0.7%
CC(C)(C)c1ccc(C(=O)NCc2ccccc2)cc1,40.1,-5.2%
Cc1ccc(S(=O)(=O)Oc2cc(N)c3c(n2)CCC3)cc1,7.4,x
CN1CCN(C(=O)c2cc3nc(-c4ccco4)cc(C(F)(F)F)n3n2)CC1,3.6,6.4%
O=C(Nc1ccc2c(c1)ncn2C1CCCCC1)c1ccco1,x,2.7%
CCO[C@@H]1OC(C(=O)Nc2ccccc2)=C[C@H](c2coc3ccccc3c2=O)[C@H]1CCCO,x,5.5%
Cc1ccc(N=C2SC(C(=O)Nc3ccc(OC(F)(F)F)cc3)C(N)=C2C(=O)Nc2c(C)cc(C)cc2C)cc1 (stereo not given),6.5,1.3%
C[C@@H]([C@@H](O)c1ccccc1)N(C)C(=O)Cc1ccccc1,x,-0.7%

# (further entries)
smiles,RmlCD inh 1536,GlmU inhibition
CCn1c(C(O)c2cccc(OC)c2OC)nc2ccccc21 (stereo not given),x,-1.7%
Cc1cccc(N2CCN(c3cc(C)nc4nnnn34)CC2C)c1 (stereo not given),9.1,x
COc1ccc(OCc2nc3c4cc(OC)c(OC)cc4nc(=S)n3[nH]2)cc1,-1.0,-1.6%
O=C(CCc1ccc(S(=O)(=O)NC2CCCCC2)cc1)NCc1ccccc1,-2.9,-4.1%
CN(Cc1nccn1C)C(=O)c1cc(COc2ccc3ncccc3c2)on1,-4.4,2.2%
CCOP(=O)(OCC)C(Nc1ccccn1)c1ccc(F)cc1 (stereo not given),-6.9,1.9%
O=C(/C=C/c1cccs1)NC(=S)Nc1ccccc1,x,1.1%
Cc1ccc(-c2noc(CN(C(=O)c3cccs3)C(C)C)n2)cc1,-6.9,3.8%
NNC(=O)[C@H]1C[C@@H]1c1ccccc1,x,1.1%
CCOC(=O)c1cnc(-n2nc(C)cc2C)nc1N1CC(C)OC(C)C1 (stereo not given),x,4.1%
CCOC(=O)N1CCN(C(=O)c2ccc3c(=O)n(CCc4ccccc4)c(=O)[nH]c3c2)CC1,10.7,0.9%
COc1ccc(/C(N)=N/OC(=O)Cc2cccs2)cc1,-8.4,-3.5%
Cc1cc(NC(=O)CCN2C(=O)C3C4C=CC(C4)C3C2=O)c2ccccc2n1 (stereo not given),0.4,2.2%
COc1ccc(CNC(=O)CCS(=O)(=O)Cc2ccc(C)cc2)c(OC)c1,-2.7,-4.2%
Cc1cc(C)nc(NCC(O)COc2ccccc2C)n1 (stereo not given),-3.3,-5.0%
Cc1ccc(NC(=O)COC(=O)c2cccnc2)cc1,-7.8,x
C=C(C)c1cccc(C(C)(C)NC(=O)Nc2ccccc2OCC)c1,3.6,8.3%
COc1ccc(CNc2nc3nc(C)c(Cl)c(C)n3n2)cc1,1.9,-3.3%
Cc1ccc(NC(=S)NC(NC(=O)c2ccccc2C)C(Cl)(Cl)Cl)c(C)c1 (stereo not given),x,5.8%
CCOC(=O)c1c(O)c2ccccc2n(CC)c1=O,x,-1.4%
Cc1cc(C)cc(SCc2noc(C(=O)NCCC(C)C)c2C(=O)NCCC(C)C)c1,x,4.6%
COc1cc(OC)cc(-c2nnc(SCc3cccnc3)o2)c1,10.0,-4.2%
COc1ccccc1/C=C\C=N\n1c(-c2ccc(Cl)cc2Cl)n[nH]c1=S,6.1,6.6%
CCC(=O)OCC(=O)Nc1ccc([N+](=O)[O-])cc1OC,x,-1.8%
O=C(Nc1ccc2nc(C3CC3)n(Cc3ccc(F)cc3)c(=O)c2c1)c1ccco1,x,-1.4%
O=C(NNS(=O)(=O)c1ccc(Cl)cc1)NC1CCCCC1,-0.6,-1.8%
O=C(Nc1cccc(-c2nc3ccccc3o2)c1)c1cccnc1,-10.8,6.3%
COc1ccccc1OCC#CCN1CCCC1,4.4,0.7%
COC(=O)c1ccc2c(c1)NC1=C(C(=O)CC(C)(C)C1)C(c1ccncc1)N2 (stereo not given),x,0.4%
O=C(Nc1ccccc1)Nc1ccc2ccccc2c1,x,-4.7%
CC1(C)Oc2ccc3ccc(=O)oc3c2/C(=C/NCCO)C1=O,1.6,9.8%
O=S(=O)(N[C@@H]1C[C@H]2CC[C@@H]1C2)c1cccs1,1.5,-7.5%

# Complete entries, quoted from the list. Screens in order: RmlCD inh 1536	GlmU inhibition
# COC(=O)c1ccc2c(c1)NC1=C(C(=O)CC(C)(C)C1)C(c1ccncc1)N2 (stereo not given) is entered as x	0.4%
# O=C(Nc1ccc2nc(C3CC3)n(Cc3ccc(F)cc3)c(=O)c2c1)c1ccco1 is entered as x	-1.4%
# O=C(NNS(=O)(=O)c1ccc(Cl)cc1)NC1CCCCC1 is entered as -0.6	-1.8%
# COc1ccccc1OCC#CCN1CCCC1 is entered as 4.4	0.7%
# CC1(C)Oc2ccc3ccc(=O)oc3c2/C(=C/NCCO)C1=O is entered as 1.6	9.8%

# Other structures:
smiles,RmlCD inh 1536,GlmU inhibition
O=C(COC(=O)c1cc(-c2cccs2)nn1-c1ccccc1)Nc1cccc([N+](=O)[O-])c1,x,0.6%
O=C(N[C@@H](Cc1ccccc1)C(=O)O)c1cccnc1,-5.9,-4.3%
COc1c(C(=O)Nc2ccc(Cc3ccncc3)cc2)ccc2ccccc12,-2.5,0.8%
Cc1ccc(N2C(=O)/C(=C\c3ccc(C(C)C)cc3)N=C2SC2CCOC2=O)cc1 (stereo not given),-3.6,0.0%
O=C(O)CC(NC(=O)C12CC3CC(CC(C3)C1)C2)c1cc([N+](=O)[O-])ccc1Cl (stereo not given),-7.5,-2.2%
COCc1c(C(=O)N/N=C/c2cccc3ccccc23)nnn1-c1nonc1N,8.5,-8.1%
CSc1ccc(NC(=O)N2CC=C(n3c(=O)[nH]c4ccccc43)CC2)cc1,x,1.1%
CCCCOc1ccccc1C1NC(=O)NC(C)=C1C(=O)OCCOCC (stereo not given),-1.9,0.0%
COc1ccc2cc(-c3cc(C(=O)OCC(=O)Nc4c(C)n(C)n(-c5ccccc5)c4=O)c4ccccc4n3)ccc2c1,3.1,0.9%
OC(COc1ccc2c(c1)CCC2)CN1CCN(c2ccccc2F)CC1 (stereo not given),-3.5,5.5%
COCCNC(=O)/C(C#N)=C/c1nc(N(C)C)n(-c2ccc(F)cc2)c1Cl,13.4,-0.6%
CC(C)/C(=N/Nc1ccccc1[N+](=O)[O-])c1ccccc1,-7.7,6.7%
COc1ccc([N+](=O)[O-])cc1NC(=O)c1cn(-c2ccc(Cl)cc2)c(=O)c2ccccc12,-9.0,3.1%
COc1ccc(NC(=O)CCSc2ccc3ccccc3n2)cc1,-11.2,0.4%
Cc1c(C(=S)Nc2ccccc2)cnn1-c1ccc([N+](=O)[O-])cc1,0.0,0.7%
Cc1cc2cc(CN(CC3CCCO3)C(=O)c3cnccn3)c(=O)[nH]c2cc1C (stereo not given),5.9,8.4%
O=C(CN1CCN(c2ccccn2)CC1)N1c2ccccc2CCc2ccccc21,x,10.5%
CCOc1ccc(Br)cc1-c1noc(-c2cccs2)n1,-6.0,-1.4%
CCOC(=O)c1cc(-c2ccc(C)o2)nn1CCC#N,5.3,-0.6%
O=C(CSc1ncnc2c1nnn2-c1ccc(F)cc1)NCc1ccco1,x,4.6%
O=C(Nc1cccc([N+](=O)[O-])c1)C1C2CC/C=C\CCC21 (stereo not given),78.0,8.3%
C=C1CCN([C@@H](CC(C)C)C(=O)Nc2ccc(OC)cc2)S(=O)(=O)c2ccccc21,x,3.4%
CN(C)CCCCCNCCCNC(=O)/C=N\O,-7.3,2.5%
O=C(Nc1ccc2c(c1)CCC2)C1CCN(c2ncccn2)CC1,x,2.5%
COC(=O)/C=C/c1ccc(OC(=O)OC)c(OC(=O)OC)c1,-4.0,-3.1%
C/C(Cc1ccccc1)=N\NC(=O)CNC(=O)c1cccc(Br)c1,-4.0,1.7%
CC[n+]1ccccc1/C=C/c1ccc(N(C)C)cc1,-10.8,-4.2%
